RAD52 anneal inh: inhibitors of human RAD52 DNA annealing; P43351; recombinant RAD52 DNA annealing, FRET fluorescence; inhibition, % at 18.7 µM; actives 0.46% (n = 360,000); AID 651710;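 active means every replicate showing at least 50% inhibition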
ERAP1 inh: blocks human ERAP1 aminopeptidase activity | AID 652197 | inhibition, % at 10.7 µM | Q9NZ08 | actives 0.15% (n = 340,000) | recombinant ERAP1, Leu-AMC fluorescence, 60 min;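 active means mean replicate inhibition of at least 30%, or all replicates individually reaching that 30% level; inactive means mean below 30% and not every replicate reaching it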;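 further: 0% = neutral control wells and 100% = L-leucinethiol positive control wells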
F508del corr: CFTR F508del correction in bronchial cells | actives 0.36% (n = 350,000) | CFBE cells, YFP halide quenching; stimulated with forskolin plus potentiator P3; % fluorescence drop versus neutral controls | activity (quench increase), % at 7.58 µM;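 active means mean added fluorescence quench of at least 8% versus neutral control, with both replicates also reaching 8%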;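 further: cells transiently co-express mutant CFTR-F508del with the halide-sensitive YFP; corrector assay measuring rescue of mutant channel to the surface after 24 h compound exposure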
ARNT-TACC3 inh: disrupts binding between human ARNT and TACC3. Q9Y6A5. AlphaScreen His-ARNT PAS-B/GST-TACC3 binding, luminescence; TACC3 fragment carries E629A point mutation. inhibition, % at 9.99 µM. actives 0.66% (n = 390,000). AID 623870;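 active means mean inhibition of replicates at least 50% and at least half of replicates each reaching 50%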;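 further: 0% = complete ARNT plus TACC3 wells and 100% = ARNT alone without TACC3; many hits fall short of the cut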
XiGFP reactiv: activators of X-chromosome reactivation in mouse fibroblasts. XiGFP mouse fibroblasts, % GFP-positive cells imaging, 3 d; cells co-treated with 5-aza-dC sensitizer; scaled so ellipticine positive control = 100%. activation, % at 7.58 µM. actives 0.055% (n = 360,000);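 active means mean normalized replicate activation at least 10% and every replicate at or above 10%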;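 further: 0% = median of on-plate neutral control wells and 100% = ellipticine 6 µM median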
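Assay system – SV40-immortalized XiGFP fibroblast cells, line 68-5-11 · Buffer or medium – DMEM supplemented with 5-aza-dC as sensitizing agent · Dosing – one concentration, pinned · Benchmarks – positive control ellipticine, 6 µM final · Times – 3 days compound exposure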
INS-1E GSIS act: GLuc luminescence reporter in INS-1E cells, primary screen for activators of glucose-dependent secretion of insulin; actives 0.61% (n = 370,000); INS-1E GLuc reporter insulin secretion, 2-3 h; activation, % at 16.6 µM;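 active means lowest replicate activation of at least 40%, so every replicate reaches that level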;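 further: 0% = median of neutral control wells and 100% = median of IBMX positive control wells; some compounds called inactive have numbers as strong as hits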
RAD54 inh: inhibitors of human RAD54 branch migration. RAD54 Holliday junction branch migration, FAM/BHQ fluorescence. inhibition, % at 10.4 µM. AID 602329. actives 0.14% (n = 360,000);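 active means mean normalized replicate activity at least 40 and at least half of replicates scoring 40 or more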;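 further: 0% = median of neutral control wells and 100% = median of positive control wells; inhibitors cause a drop in the FAM fluorescence signal; in these data hits start at about 50%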
Target sequence (Q92698 whole entry, looked up): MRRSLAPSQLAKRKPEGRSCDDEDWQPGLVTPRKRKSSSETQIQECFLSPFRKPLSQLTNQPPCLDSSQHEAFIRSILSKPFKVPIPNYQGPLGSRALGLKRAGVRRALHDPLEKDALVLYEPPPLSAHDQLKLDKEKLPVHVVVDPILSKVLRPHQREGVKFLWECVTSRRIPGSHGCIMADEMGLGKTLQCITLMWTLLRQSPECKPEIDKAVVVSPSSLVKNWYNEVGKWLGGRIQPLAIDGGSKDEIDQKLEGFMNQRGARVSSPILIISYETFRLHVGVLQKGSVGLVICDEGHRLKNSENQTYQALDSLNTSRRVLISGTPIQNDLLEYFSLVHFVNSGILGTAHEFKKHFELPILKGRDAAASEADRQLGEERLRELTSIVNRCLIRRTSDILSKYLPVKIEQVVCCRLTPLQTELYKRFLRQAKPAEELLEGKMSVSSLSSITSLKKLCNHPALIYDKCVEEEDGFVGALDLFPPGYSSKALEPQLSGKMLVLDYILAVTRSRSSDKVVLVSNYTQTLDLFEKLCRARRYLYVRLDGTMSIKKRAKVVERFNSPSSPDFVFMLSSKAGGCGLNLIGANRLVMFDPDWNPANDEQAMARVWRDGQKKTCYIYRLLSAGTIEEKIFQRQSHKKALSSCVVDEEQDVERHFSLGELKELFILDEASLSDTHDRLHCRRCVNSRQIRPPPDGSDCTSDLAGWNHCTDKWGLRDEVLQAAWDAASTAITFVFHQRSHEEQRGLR
esBAF inh: SWI/SNF esBAF complex inhibition; mouse ES cells, Bmi1-luciferase knock-in reporter, 24 h; 100% = twice the neutral-well signal; reporter increase, % at 12.5 µM; actives 2% (n = 350,000); AID 602393; in the data active means activation above about 40%;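 further: 0% = median of the plate's neutral control wells and 100% = double that signal; a rise in the Bmi1 reporter signal indicates esBAF inhibition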
An asterisk follows results filed as active; · = not tested or not shown; & = joins results of further samples.

Values run as follows: RAD52 anneal inh	esBAF inh	F508del corr	ERAP1 inh	ARNT-TACC3 inh	INS-1E GSIS act	RAD54 inh	XiGFP reactiv
C[C@@H]1CN([C@H](C)CO)C(=O)c2cc(Br)cnc2O[C@@H]1CN(C)C(=O)C1CCCCC1
 : 4	4	0.1	1	10	5	-2	0.8
CC(C)c1ccc(NC2CCCN(C(=O)c3cscn3)C2)cc1 (stereo not given)
 : 2	7	-1.0	-1	-1	-6	1	0.2
CCCC(=O)Nc1ccc2c(c1)C(=O)N(C)[C@@H]1CC[C@H](CC(=O)NCc3ccccc3F)O[C@H]1CO2
 : ·	1	-1.6	·	-1	6	-7	0.3
O=C1CN(C(=O)COc2ccc(Cl)c(Cl)c2)c2ccccc2N1
 : -74	·	1.7	-4	-5	-6	·	0.0
CC(NCc1cccn1C)c1ccccc1 (stereo not given)
 : ·	-12	·	·	0	7	4	·
COc1ccc2cc(CCNC(=O)c3c(-c4ccccc4Cl)noc3C)c(=O)[nH]c2c1
 : -12	1	2.3	1	16	-7	-11	0.0
C[C@@H]1CN([C@H](C)CO)C(=O)c2cc(NC(=O)Cc3ccccc3)ccc2O[C@@H]1CN(C)C(=O)Nc1ccc(C(F)(F)F)cc1
 : -3	-1	1.4	1	7	-33	-5	0.3
O=C(CN1C(=O)c2cccc3cccc(c23)C1=O)N1CCN(c2ccccn2)CC1
 : -13	-10	-1.3	-2	-2	-4	·	0.4
Cc1ccc(S(=O)(=O)N2CCOCC2)cc1C(=O)Nc1cc(Cl)ccc1N1CCOCC1
 : -14	·	3.6	4	0	-11	-7	0.4
C[C@H](CO)N1C[C@H](C)[C@H](CN(C)C(=O)Nc2ccc(C(F)(F)F)cc2)Oc2ccc(NC(=O)Cn3cnnn3)cc2C1=O
 : -14	2	1.1	3	-5	-9	-6	0.1
CCOC(=O)CN1CC23C=CC(O2)C(C(=O)Nc2ccc(OC)cc2OC)C3C1=O (stereo not given)
 : -10	-4	1.3	·	·	5	1	0.3
CCN1C(=O)c2cccc3c(Cl)ccc1c23
 : -13	-6	-0.2	-2	·	19	-5	0.3
Cc1cc(=O)[nH]c(SCC(=O)Nc2ccccc2C)n1
 : -8	·	2.4	1	-2	6	·	0.0
CC(=O)Nc1nnc(/C=C/c2cccc([N+](=O)[O-])c2)s1
 : -7	10	0.2	2	-2	-4	-8	-0.1
O=C(O)/C=C/c1ccc(S(=O)(=O)N2CCCCCC2)cc1
 : -16	0	-0.4	1	-10	7	0	0.0

(next part)
Values run as follows: RAD52 anneal inh	esBAF inh	F508del corr	ERAP1 inh	ARNT-TACC3 inh	INS-1E GSIS act	RAD54 inh	XiGFP reactiv
COc1ccc(-c2cc(N)n(S(=O)(=O)c3ccc(C)cc3)n2)c(OC)c1
 : -13	-3	0.6	-4	-16	·	5	-0.1
COc1ccc(S(=O)(=O)N2CCN(Cc3cccs3)CC2)cc1OC
 : -13	4	-0.3	-1	2	-4	-12	0.3
CC(=O)OC[C@@H]1CN(Cc2ccccc2)C[C@H](n2cnc3c(Nc4ccccc4)ncnc32)O1
 : -141	-10	-0.6	5	·	-19	14	0.2
CCCNc1ncnc2nc[nH]c12
 : -70	-39	-2.9	1	-4	31	-3	0.3
Cc1nc2c(nnn2Cc2ccccc2)c(=O)[nH]1
 : -33	-2	0.6	-4	11	7	-4	0.0
C[C@H](CO)N1C[C@H](C)[C@H](CN(C)Cc2ccncc2)Oc2ccc(NC(=O)c3ccncc3)cc2CC1=O
 : -11	-3	1.5	3	4	14	7	-1.0
C[C@@H]1CN([C@H](C)CO)C(=O)c2cc(C3=CCCCC3)cnc2O[C@@H]1CN(C)C(=O)c1ccccc1
 : 13	·	0.1	2	·	10	·	-1.1
Cc1ccc2c(C(=O)CN3CCCCC3CCO)c(C)[nH]c2c1 (stereo not given)
 : ·	-4	·	·	-3	-2	6	·
CO[C@H]1CN(C)C(=O)c2ccc(NC(=O)CC(F)(F)F)cc2OC[C@@H](C)N(C(=O)C2CC2)C[C@@H]1C
 : -35	·	0.1	2	·	13	·	-0.2
O=C(Cn1c(N2CCN(C/C=C/c3ccccc3)CC2)nc2ccccc21)c1ccccc1
 : -12	·	-0.6	-4	·	14	·	0.0
COc1ccc(C(=O)C2CCCN(Cc3c(O)cccc3OC)C2)cc1OC (stereo not given)
 : -2	-8	0.3	2	-6	36	-1	0.0
CC(C)(C)[C@H]1C=C(C(=O)Nc2ccccc2)O[C@@H](OCc2ccc(CO)cc2)C1
 : 5&10	8	3.5&1.9	3&-1	4&-5	-9	-8&2	-0.1
C[C@@H]1CNC(=O)c2c(C(=O)Nc3cccc(Cl)c3)ncn21
 : -1	26	-1.0	4	·	17	1	0.1
CCCCN(C)C(=O)c1nc2ccccn2c1CN1CCC[C@H]1CO
 : -19	-11	-1.0	-1	-25	17	-6	0.0
Cc1ccc(NC(=O)CNCc2ccccn2)cc1S(=O)(=O)N(C)C
 : -21	5	-2.2	1	71*	10	-7	-0.1

Reprinted from the part before: three entries, followed by the next part.
Values run as follows: RAD52 anneal inh	esBAF inh	F508del corr	ERAP1 inh	ARNT-TACC3 inh	INS-1E GSIS act	RAD54 inh	XiGFP reactiv
C[C@@H]1CNC(=O)c2c(C(=O)Nc3cccc(Cl)c3)ncn21
 : -1	26	-1.0	4	·	17	1	0.1
CCCCN(C)C(=O)c1nc2ccccn2c1CN1CCC[C@H]1CO
 : -19	-11	-1.0	-1	-25	17	-6	0.0
Cc1ccc(NC(=O)CNCc2ccccn2)cc1S(=O)(=O)N(C)C
 : -21	5	-2.2	1	71*	10	-7	-0.1
O=C(N/N=C/c1ccncc1)c1cc(Br)ccc1OCc1ccccc1
 : -12	10	3.6	-1	3	-3	·	0.0
O=C1CC(Sc2cccs2)C(=O)N1c1ccccc1 (stereo not given)
 : -16	-12	-1.8	2	1	·	·	0.1
CC(C)(C)n1ncc2c(=O)n(Cc3ccccc3Br)cnc21
 : -64	9	-0.4	1	-7	-10	3	0.0
C[C@@H]1CN([C@@H](C)CO)S(=O)(=O)c2ccc(-c3ccncc3)cc2O[C@H]1CN(C)S(=O)(=O)c1ccccc1F
 : 8	2	-1.3	1	-5	-17	1	-1.1
CCCNC(=O)N1C[C@H](O)COC[C@H]2O[C@@H](CC(=O)NCc3ccc(Cl)c(Cl)c3)CC[C@@H]21
 : 8	0	-2.2	-1	12	7	7	0.0
O=C(Oc1cccc(OC(=O)c2ccco2)c1)c1ccco1
 : -6	0	-2.8	-1	-6	1	-9	0.0
O=C(NCC(c1cccs1)N1CCOCC1)c1ccc(OCc2ccccc2)cc1 (stereo not given)
 : -11	17	9.1*	3	18	-11	-21	0.1
C[C@H](CO)N1C[C@H](C)[C@H](CN(C)C)Oc2ncc(-c3cccc(C(=O)N(C)C)c3)cc2C1=O
 : -8	5	-2.4	-1	-14	14	13	-0.5
CCCN1[C@@H]2c3ccc(-c4ccncc4)c(=O)n3C[C@H]1[C@H](CO)[C@H]2C(=O)NCC1CC1
 : -62	-11	-0.8	1	-13	8	-9	0.2
O=S(=O)(c1cccs1)N1CCN(CC(O)COc2cccc(Br)c2)CC1 (stereo not given)
 : -1	1	·	-2	-5	-19	-2	·
O=C(NCc1ccccc1Cl)c1csc([C@@H]2C[C@H](O)[C@@H](CO)O2)n1
 : -12	0	1.6	-1	·	6	5	0.0
COc1cc(C(=O)Nc2nnc(SC)s2)c([N+](=O)[O-])cc1OC
 : -12	·	-0.8	1	-3	19	·	0.0
Cc1c(C(=O)N/N=C/c2ccncc2)nnn1-c1nonc1N
 : -2	1	-1.9	1	-6	12	-2	-0.1
COc1ccc2nc(C)cc(SCC(=O)Nc3c(C)cccc3C)c2c1
 : -3	·	·	12	-2	3	·	0.0
COc1ccc(CC(=O)N/N=C(\C)CC(=O)Nc2ccc3c(c2)OCCO3)cc1
 : -7	-5	1.6	0	·	-18	6	0.0

Continued.
Values run as follows: RAD52 anneal inh	esBAF inh	F508del corr	ERAP1 inh	ARNT-TACC3 inh	INS-1E GSIS act	RAD54 inh	XiGFP reactiv
CS(=O)(=O)Nc1ccc2c(c1)[C@@H]1C[C@H](CC(=O)NC3CCCC3)O[C@@H](CO)[C@@H]1O2
 : -2	-5	0.2	-1	-3	10	2	-0.1
COc1cc(C2C3=C(CCCC3=O)Nc3ccc4ncccc4c32)ccc1O (stereo not given)
 : -32	·	0.1	-1	8	1	·	0.0
CCc1ccc2[nH]c(=O)c(CN(CCCN3CCOCC3)C(=O)Nc3ccc(F)cc3)cc2c1
 : ·	-2	·	·	4	-12	5	·
CCCCC(=O)Nc1cnc(NC(=O)c2ccco2)cc1C
 : -23	·	0.6	4	-3	-4	4	0.2
Fc1cccc(F)c1/C=N/NC(=S)Nc1cccnc1
 : -12	·	-0.6	-2	3	-12	·	0.1
O=C(NCCC1=CCCCC1)c1cc(S(=O)(=O)N2CCOCC2)ccc1Cl
 : -6	·	-2.9	-1	0	9	·	0.0
c1ccc(CNc2nc(NCc3cccs3)nc3ccsc23)cc1
 : -13	-6	1.1	0	·	·	11	0.0
COC(=O)CSc1nnc(NC(=O)c2ccc3c(c2)OCO3)s1
 : 3	-13	0.8	1	-9	14	1	0.0
O=C1Nc2c(Br)cccc2C1=O
 : -2	0	-2.9	-2	1	-5	5	0.4
CC[C@H](C)[C@H](NC(=O)OCc1ccccc1)C(=O)OCC(=O)Nc1ccc(N2CCOCC2)cc1
 : -4	7	-2.2	-2	3	-42	·	0.1
C[C@@H]1CN([C@H](C)CO)C(=O)c2cc(NC(=O)c3ccncc3)ccc2O[C@@H]1CN(C)Cc1ccc(C(=O)Nc2ccccc2N)cc1
 : 2	-24	0.1	-1	-4	24	-4	-0.9
O=C(COC(=O)c1ccc([N+](=O)[O-])o1)NC1CCS(=O)(=O)C1 (stereo not given)
 : -7	·	-0.6	-2	31*	2	·	-0.1
N#Cc1ccc(C(c2nnnn2CCc2ccccc2)N2CCCCCC2)cc1 (stereo not given)
 : ·	-2	·	·	0	-26	13	·
COc1cc(OC)c2c(-c3cccc(-c4cccc(N)c4)c3)cc(=O)oc2c1
 : -8	-4	8.2*	·	-1	-28	2	1.1
COc1ccc(-n2nc(C)cc2Nc2ccccc2C(=O)O)cc1
 : -10	·	-2.0	-17	25	·	·	0.0

Next section
Values run as follows: RAD52 anneal inh	esBAF inh	F508del corr	ERAP1 inh	ARNT-TACC3 inh	INS-1E GSIS act	RAD54 inh	XiGFP reactiv
O=C1CC(N2CCN(C(c3ccccc3)c3ccccc3)CC2)C(=O)N1 (stereo not given)
 : -10	-5	·	-3	6	-3	1	·
CCCN1CCN(S(=O)(=O)c2cn(C)nc2C)CC1
 : -74	-9	2.6	-2	-3	12	-8	0.1
O=C(CSc1nncs1)NCCNC(=O)CSc1nncs1
 : -3	-7	0.6	4	-1	2	·	0.2
COC(=O)[C@@]1(Sc2ccccc2)CC(=O)N[C@@H]1c1ccccc1
 : -20	·	-2.2	·	·	38	·	0.0
Clc1ccc(-c2noc(CN(Cc3ccccn3)CC3CCCO3)n2)cc1 (stereo not given)
 : -13	·	-3.1	4	4	-13	·	0.3
O=C(CCN1CCCCC1)NCC[C@H]1CC[C@H](NC(=O)C2CCC2)[C@@H](CO)O1
 : 2	0	-0.4	-4	-5	21	-4	0.5
COc1ccc(C)cc1NC(=O)CN(C)C1CCCCC1
 : -13	-6	-0.6	-2	-4	4	2	0.0
OCC1(CCc2ccccc2)CCN(Cc2cnc(N3CCCC3)s2)CC1
 : -12	-4	-0.4	-7	-9	-11	8	0.3
N/C(=N\OC(=O)CCC(=O)O)c1ncc(C(F)(F)F)cc1Cl
 : -9	·	0.9	-1	19	-9	·	0.0
COc1ccc(NC(=O)C[C@H]2C(=O)N(Cc3ccccc3)C[C@@H]2C)cc1
 : -5	-1	-0.3	10	·	6	3	0.2
